CHX counter = Cycloheximide Counterscreen for Small Molecule Inhibitors of Shiga Toxin | cell reporter, cycloheximide protein synthesis inhibition counterscreen | max response, % | 300,000 compounds, 12% hits; in the data active = max response mostly above about 13%, no sharp cut-off; inactive = mostly below about 14%; also: read at 38.3 µM for the half of the compounds with a filed dose; 0% is about no effect
Pf growth 48h = Primary qHTS for delayed death inhibitors of the malarial parasite plastid, 48 hour incubation | AID 504832, 2011 | 310,000 compounds, 5.9% hits | P. falciparum luciferase growth in erythrocytes, 48 h | Potency, µM (doses to about 28.7 µM), for the others: at the highest dose activity change, negative = inhibition, most hits filed as inhibitors; also: potency is read from the fitted curve at half-maximal effect; % is scaled to controls: 0 for no effect and ±100 for the full control effect
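Luminescence readout; reporter = integrated firefly luciferase in P. falciparum. RBC culture at 2% hematocrit, 0.1% parasitemia final, 37 C/5% CO2; decreased signal taken as growth inhibition.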
HCV inh = qHTS Assay for Inhibitors of Hepatitis C Virus (HCV); Huh7.5.1 HCVcc-Cre infection, luciferase reporter, 44 h; Potency, µM (titrated, usually from 41.8 µM), inactives show at the highest dose activity change, negative = inhibition, usual class: inhibitors; 340,000 compounds, 3.4% hits; also: potency is read from the fitted curve at half-maximal effect; % is scaled to controls: 0 for no effect and ±100 for the full control effect
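Luciferase read-out (15 sec integration) after a 15 min room-temperature substrate step quantifies HCVcc-Cre infection. Cells, 1,000 per well, had compound added 4 h post-plating, then virus at ~0.5 moi, and were cultured 44 h.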
Pf growth 96h = Primary qHTS for delayed death inhibitors of the malarial parasite plastid, 96 hour incubation. P. falciparum luciferase reporter growth, 96 h. Potency, µM (titrated, usually from 28.7 µM), without a hit: at the highest dose activity change, negative = inhibition, actives largely listed as inhibitors. 320,000 compounds, 6.9% hits. AID 504834, 2011; also: potency is read from the fitted curve at half-maximal effect; % is scaled to controls: 0 for no effect and ±100 for the full control effect
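P. falciparum expressing integrated firefly luciferase grown in erythrocytes (2% hematocrit, 0.05% parasitemia final) with compounds for 96 hours at 37 C, 5% CO2. Growth inhibition read as loss of luminescence after adding luciferase detection reagent.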
Giardia FBPA inh = qHTS Assay for Inhibitors of Fructose-1,6-bisphosphate Aldolase from Giardia Lamblia | Potency, µM (series often up to 59.6 µM), for inactives: at the top dose activity, negative = inhibition, actives largely listed as inhibitors | 290,000 compounds, 0.71% hits | purified Giardia FBPA | A8B2U2; also: potency is read from the fitted curve at half-maximal effect; % is scaled to controls: 0 for no effect and ±100 for the full control effect; nearly all actives have a fitted effect of over 55% in size
Target sequence (A8B2U2 whole entry, looked up): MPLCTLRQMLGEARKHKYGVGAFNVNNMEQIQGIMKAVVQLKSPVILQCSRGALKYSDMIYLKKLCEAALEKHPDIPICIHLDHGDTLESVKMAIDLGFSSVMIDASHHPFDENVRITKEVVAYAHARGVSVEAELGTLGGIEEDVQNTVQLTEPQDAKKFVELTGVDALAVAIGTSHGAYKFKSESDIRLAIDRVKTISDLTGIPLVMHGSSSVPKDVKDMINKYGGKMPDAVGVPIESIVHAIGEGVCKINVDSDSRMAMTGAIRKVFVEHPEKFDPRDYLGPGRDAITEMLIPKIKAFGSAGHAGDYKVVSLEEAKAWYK
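40 nM FBPA preincubated 10 min at RT with compound (up to 57.5 uM final), then substrate plus GAPDH/TPI/NAD/arsenate coupling and diaphorase/resazurin added. Fluorescence read after 20 min at RT, 525/598 nm.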
Shiga toxin inh = A qHTS for Small Molecule Inhibitors of Shiga Toxin. Vero cells, Shiga toxin protein synthesis inhibition reporter. inhibition, % at 38.7 µM. 290,000 compounds, 9.2% hits. AID 2315, 2010; in the data active = inhibition mostly above about 28%, no sharp cut-off; inactive = mostly below about 43%; also: 0% is about no effect
An asterisk follows results filed as active; u = inconclusive; x = not tested or not shown; [ ] = remark or other dose. Unless noted, calls follow the shape of the dose curve; as a rule, active = well fitted curve in the direction sought with a large enough effect; inconclusive = small, poorly fitted or top-dose-only effect, or another doubt; inactive = no such curve, though single readings can be large; an effect the other way counts as inactive or inconclusive.

SMILES	CHX counter	Pf growth 48h	HCV inh	Pf growth 96h	Giardia FBPA inh	Shiga toxin inh
Cc1cc(S(=O)(=O)N2CCCCC2CCNC(=O)C(=O)NC2CC2)ccc1F (stereo unspecified)	x	-16%	-1%	u	x	x
O=c1[nH]c2ccccc2s1	-1	12%	5%	-9%	0%	-8
N#CC1=C(N)N2C(=C(C#N)C1c1cccc(Br)c1)Nc1ccccc12 (stereo unspecified)	0	8%	u	u	0%	14
CCN(CC)S(=O)(=O)c1ccc(N=Cc2c(O)n(-c3ccccc3)c(=O)[nH]c2=O)cc1	-1	19%	25%	u	-2%	-7
CSc1ccccc1NC(=O)CN1CCN(S(=O)(=O)c2ccccc2[N+](=O)[O-])CC1	x	9.3µM*	u	9.3µM*	x	x
Cc1ccc(CN(C)CC(=O)Nc2ccccc2C(=O)NC2CC2)o1	x	-19%	-5%	u	x	x
CC(C)CNC(=O)C(=O)NCC1CCCN1S(=O)(=O)c1cccs1 (stereo unspecified)	x	u	2%	8%	x	x
COc1ccc(C2C(C(=O)c3ccco3)=C(O)C(=O)N2CCCn2ccnc2)c(OC)c1 (stereo unspecified)	32*	-5%	-4%	u	-13%	48
C=CCn1cnc2scc(-c3ccccc3)c2c1=O	-4	-11%	u	-100%	3%	-11
CCc1nnc(NS(=O)(=O)c2ccc(NC(=O)CCC(=O)O)cc2)s1	0	-4%	9%	-16%	-23%	-10
Cc1ccc(NC(=O)COC(=O)c2ccc(Cl)cc2)cc1S(=O)(=O)N(C)C	-2	u	-3%	0%	-1%	18
O=C1c2ccccc2NC(c2ccccc2F)N1NS(=O)(=O)c1ccccc1 (stereo unspecified)	1	25%	-18%	-11%	-17%	-2
Cc1ccc(OCCn2c(=O)n(C)c3ccccc32)cc1	42*	66%[activator]	11µM*	364%[activator]	-7%	105*
CCOc1cc(C)ccc1OCc1nnc(SCC(=O)Nc2cccc(C(=O)O)c2)n1-c1ccccc1	4	6%	5%	45%[activator]	4%	10
Nc1nc(N)c(N=Nc2ccc(Cl)cc2)c(=O)[nH]1	13	-8%	5.6µM*	3%	1%	23
COc1ccc(NC(=O)c2ccc(-c3ccc(C(C)=O)cc3)o2)cn1	x	13%	u	-10%	x	x
COc1ccc(C2c3c(oc4ccccc4c3=O)C(=O)N2CC2CCCO2)cc1 (stereo unspecified)	2	x	-28%	u	0%	-18
COc1ccccc1N(CC(=O)NCc1ccco1)C(=O)CCC(=O)Nc1ccccn1	16	u	18%	0%	3%	8
COc1cccc(C(=O)N2CCCc3ccccc32)c1	2	-3%	-1%	-16%	-5%	23
O=C(N/N=C/c1ccc2c(c1)OCO2)c1cc2ccccc2o1	12*	14%	11%	22%	4%	17
COc1ccc(-n2c(CN3CCOCC3)nc3ccc([N+](=O)[O-])cc3c2=O)c(OC)c1	3	x	-14%	-14%	-22%	26
Cc1cc(C)cc(NC(=O)COc2coc(CN3CCN(c4ccccc4)CC3)cc2=O)c1	x	13µM*	u	-27%	x	x
CCc1cc2c(Nc3ccccc3O)nc(C)nc2s1	-1	u	u	u	u	-6
COc1c2n(C)ccc3c-2n(c(=O)c1=O)c1ccccc31	x	u	9%	u	x	x

Reprinted from the part before: seven entries; new compounds follow.
SMILES	CHX counter	Pf growth 48h	HCV inh	Pf growth 96h	Giardia FBPA inh	Shiga toxin inh
COc1ccccc1N(CC(=O)NCc1ccco1)C(=O)CCC(=O)Nc1ccccn1	16	u	18%	0%	3%	8
COc1cccc(C(=O)N2CCCc3ccccc32)c1	2	-3%	-1%	-16%	-5%	23
O=C(N/N=C/c1ccc2c(c1)OCO2)c1cc2ccccc2o1	12*	14%	11%	22%	4%	17
COc1ccc(-n2c(CN3CCOCC3)nc3ccc([N+](=O)[O-])cc3c2=O)c(OC)c1	3	x	-14%	-14%	-22%	26
Cc1cc(C)cc(NC(=O)COc2coc(CN3CCN(c4ccccc4)CC3)cc2=O)c1	x	13µM*	u	-27%	x	x
CCc1cc2c(Nc3ccccc3O)nc(C)nc2s1	-1	u	u	u	u	-6
COc1c2n(C)ccc3c-2n(c(=O)c1=O)c1ccccc31	x	u	9%	u	x	x
Cc1ccc(OCc2cc(C(=O)NCC(C)c3ccccc3)no2)cc1C (stereo unspecified)	13	18%	-13%	-26%	x	2
CCOCCc1nnc(NC(=O)c2cc(OC)c(OC)cc2[N+](=O)[O-])s1	-4	-4%	15%	6%	-1%	2
CCc1cc(C(=O)N2CCCC(CNC(=O)c3ccc(-c4ccccc4)cc3)C2)no1 (stereo unspecified)	14*	-8%	-25%	u	-9%	15
Cc1ccc(C)c(S(=O)(=O)N2CCCOC2CNC(=O)C(=O)NCCCn2ccnc2)c1 (stereo unspecified)	-3	-16%	22%	16%	4%	-6
CC(=O)C1=C(C)NC(C)=C(C(C)=O)C1c1cccs1	-2	0%	6%	-6%	8%	-11
CCCOc1ccc(NC(=O)CC2C(=O)N(Cc3ccccc3)C(=S)N2Cc2cccs2)cc1 (stereo unspecified)	22*	u	u	u	-7%	57
CCCCP(=O)(c1ccccn1)c1ccccn1	4	17%	19%	189%[activator]	2%	4
COc1ccc(-c2n[nH]c(=S)n2-c2ccc3c(c2)OCCO3)cc1OC	23*	u	u	26%	-7%	50*
CC(=O)Oc1ccccc1C1OC(=O)c2ccccc2N1C(C)=O (stereo unspecified)	8	1%	1%	34%[activator]	u	2
COc1ccccc1/C=C(/NC(=O)c1ccccc1)C(=O)NCCCn1ccnc1	-3	20%	20%	30%[activator]	-20%	-4
O=C(Nc1ccc(CN2CCCCC2)cc1)c1c(F)c(F)c(F)c(F)c1F	0	-12%	u	u	3%	-4
O=C1CSc2ccc(S(=O)(=O)NCc3ccccc3)cc2N1	7	19%	1%	-14%	-3%	-8
O=C(/C=C/c1ccco1)NC(=S)Nc1ccccc1	42*	9%	2%	261%[activator]	u	x
N#C/C(=C/c1ccncc1)c1nc2ccccc2s1	30*	7%	-2%	31%[activator]	-13%	44*
CC(C)COc1ccc(-c2nn(-c3ccccc3)cc2CO)cc1	3	4%	u	-8%	1%	13
COc1ccc2cc3cc(C(=O)NCc4ccccn4)oc3nc2c1	11	6.6µM*	3%	0%	-3%	38
O=C(c1ccc(Br)o1)N1CCN=C1SCc1cccc(F)c1	-7	x	-13%	3%	3%	18
C=CCNC(=O)c1ccc(Sc2ccccc2)c([N+](=O)[O-])c1	1	6%	-2%	44%[activator]	8%	-11
Cc1cccc(Nc2nnc(SCC(=O)NC3CCCc4ccccc43)s2)c1 (stereo unspecified)	2	-15%	u	u	-1%	5
COC(=O)c1sccc1NC(=S)N1CCN(c2ccc(F)cc2)CC1	-5	8%	17%	u	0%	-8
Cc1ccc(C(=O)CNc2ccccc2C)cc1	42*	57%[activator]	0%	-6%	-1%	118*
CCOC(=O)c1ccc(S(=O)(=O)N2CCN(S(=O)(=O)CC)CC2)cc1	-4	15%	21%	x	-1%	4
COc1ccc(C(=O)N2CCN=C2SC)cc1OC	-4	20%	0%	-1%	5%	-15
Cc1ccc(S(=O)(=O)N[C@H](C(=O)OCC(=O)N2N=C(c3ccc(Cl)cc3)CC2c2ccco2)C(C)C)cc1 (stereo partly specified)	1	10µM*	13µM*	u	-4%	-3
Cc1cc(C(=O)CSc2nnc(-c3cccc(F)c3)n2N)c(C)n1Cc1ccc2c(c1)OCO2	3	12µM*	13µM*	17µM*	7%	-4
O=S1(=O)C=C(Sc2nnc(-c3ccccc3)o2)c2ccccc21	-5	3.7µM*	10µM*	2%	-4%	4
CN(Cc1ccccc1)C(=O)Cn1cccc1C(=O)c1ccccc1	2	x	-10%	-15%	2%	5
CN(C)/C(=N\S(=O)(=O)c1ccccc1)c1ccc(Cl)cc1	-6	22%	16%	2%	6%	-4
CCC(C)NC(=O)C1CCCN(C(=O)Nc2ccc(F)cc2)C1 (stereo unspecified)	-9	10%	-5%	u	1%	-13
C#CCSc1nnc(-c2sc(-c3ccccc3)nc2C)n1C	18*	-9%	-29%	u	-1%	18
Cc1cc(C)n2cc(CSc3nnnn3-c3ccc(Cl)cc3)nc2n1	-2	-4%	8%	31%	-2%	-1
N=c1c(C(=O)NC2CCCC2)cc2c(=O)n3ccccc3nc2n1CCCN1CCOCC1	9	u	u	u	6%	-3
CCc1ccc(S(=O)(=O)N2CCN(c3ncccn3)CC2)cc1	2	-1%	-7%	u	2%	7
O=C(CCCc1nc2ccccc2s1)NNC(=O)CCN1CCN(Cc2ccccc2)CC1	-1	-8%	1%	4%	5%	23
Cc1oc2c(C)c3oc(=O)c(CCC(=O)NCCCn4ccnc4)c(C)c3cc2c1C	-4	13µM*	10µM*	u	24%	6
CCOC(=O)Cn1ccc(NC(=O)COc2ccc(F)cc2F)n1	-4	17%	12%	36%[activator]	x	-5

Compound profiles (already shown). Order of values: CHX counter	Pf growth 48h	HCV inh	Pf growth 96h	Giardia FBPA inh	Shiga toxin inh
Cc1cc(C(=O)CSc2nnc(-c3cccc(F)c3)n2N)c(C)n1Cc1ccc2c(c1)OCO2 in the list: 3	12µM*	13µM*	17µM*	7%	-4
Cc1oc2c(C)c3oc(=O)c(CCC(=O)NCCCn4ccnc4)c(C)c3cc2c1C in the list: -4	13µM*	10µM*	u	24%	6

Next part
SMILES	CHX counter	Pf growth 48h	HCV inh	Pf growth 96h	Giardia FBPA inh	Shiga toxin inh
CCCCNC(=O)CSc1nc(CCC)nc2ccccc12	-2	-21%	-16%	11%	9%	2
Cc1cccc2sc(NC(=O)C3CSC4(C)CCC(=O)N34)nc12 (stereo unspecified)	2	-15%	u	-14%	x	-5
COc1ccc(/C=C/CN2CCN(Cc3cccc(OC)c3)C(CCO)C2)cc1 (stereo unspecified)	-1	u	-8%	u	5%	-7
O=C(Nc1ccc(Cl)cc1)N1CCN(c2ncccn2)CC1	20*	u	-13%	u	3%	46
Cc1ccc(Oc2ccc(C(=O)NCc3ccncc3)cc2)cc1	-1	u	3.2µM*	u	-2%	-5
C/C(=N/NC(=O)CNC(=O)C(c1ccccc1)c1ccccc1)c1ccco1	1	34%[activator]	-1%	0%	3%	-2
CC(C)CN(CCNC(=O)c1cn(C)c2ccc(S(=O)(=O)N3CCCC3)cc2c1=O)CC(C)C	-13	-2%	3%	9.3µM*	x	24
CC1Cc2ccccc2N1C(=O)c1nn(C)cc1Br (stereo unspecified)	9.3*	18%	7%	-19%	-2%	-2
Cc1ccc(COC(=O)CN2C(=O)NC3(CCCCC3C)C2=O)cc1 (stereo unspecified)	x	-31%	0%	u	x	x
Cc1cc(=O)oc2cc(NC(=O)c3cc([N+](=O)[O-])ccc3N3CCOCC3)ccc12	5	0%	10µM*	u	-5%	2
CCN(CC)S(=O)(=O)c1cc(C(=O)NCCN2CCOCC2)ccc1Cl	-1	-3%	5%	-5%	1%	12
Cc1ccc(N2C(=O)N(CC(=O)Nc3c(C)cc(C)cc3Cl)C(=O)C2C)cc1 (stereo unspecified)	x	u	-29%	2%	x	x
Cc1ccc(CNC(=O)C2CCCN(S(=O)(=O)c3cccnc3)C2)cc1 (stereo unspecified)	-1	-2%	2%	u	1%	-15
Cc1c2ccccc2cc(Cc2ccccc2)[n+]1C	-2	u	2%	-20%	-7%	-2
CCOc1ccc(OCCSc2nnnn2-c2ccccc2)cc1	-1	17%	-14%	x	1%	-7
O=C1C2C3CCC(O3)C2C(=O)N1c1cccc(O)c1 (stereo unspecified)	0	-6%	1%	-10%	2%	x
O=C(Nc1nc2ccc(F)cc2s1)c1ccc(N2CCCC2=O)cc1	x	58%[activator]	-29%	112%[activator]	x	x
CC(C)C(NC(=O)/C=C/c1cccc([N+](=O)[O-])c1)C(C)C	-5	0%	6%	38%[activator]	5%	13
